Source: PubChem BioAssay
NR1D1 modulator = modulators of human Rev-erb alpha DNA binding; Rev-erbα–FITC-DNA binding, fluorescence polarization, 90 min; activity, % at 10 µM; 370,000 tested, 0.79% active;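 active = activity above about 14%, limit read from the data; passing the limit was not always enough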;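 also: 0% = DMSO wells with 35 nM protein and 100% = DMSO wells with 750 nM protein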
TCR CD3 inh = blocks the human TCR-CD3 interaction; inhibition, % at 9.4 µM; 360,000 tested, 0.37% active; AID 651800; TAMRA-labeled TCR probe fluorescence, biochemical; in the data active = inhibition above about 19%;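 also: recombinant mutant TCR 2C K166C tagged with TAMRA read by polarization; 0% = receptor in buffer alone and 100% = receptor with positive control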
HTRA1 inhibitor = HTRA1 (human) protease inhibition; Q92743; recombinant HTRA1, FP-rhodamine activity-based probe, fluorescence polarization; inhibition, % at 5.96 µM; 340,000 tested, 0.5% active; AID 504803; in the data active = inhibition above about 36%;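 also: 0% = enzyme with DMSO and 100% = wells lacking enzyme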
LEDGF integ inh = blocks HIV-1 LEDGF/p75-dependent DNA integration; TR-FRET IN-LEDGF/p75 DNA integration, Eu/Cy5; inhibition, % at 3.7 µM; 370,000 tested, 0.64% active; AID 743269;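 active = inhibition above the screen-wide mean plus 3 SD, cut at about 13% in these data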;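 also: signal is the Cy5 over europium emission ratio at 671 and 618 nm; 0% = plate median of compound wells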
PRMT1 FP inh = inhibitors of human PRMT1. AID 652257. inhibition, % at 2.79 µM. recombinant PRMT1, activity-based probe fluorescence polarization. 370,000 tested, 1.3% active;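 active = inhibition above about 21% made by adding two undisclosed values, limit read from the data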
ABHD4 inh = inhibits mouse alpha/beta hydrolase domain 4. inhibition, % at 8.92 µM. Q8VD66. 370,000 tested, 0.54% active. purified mABHD4, FP-Rh probe fluorescence polarization;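 active = inhibition exceeding the mean over every tested compound plus 3 SD, cut at about 30% in these data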;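 also: 0% = plate median of compound wells and 100% = S159A mutant with DMSO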
Target sequence (Q8VD66 whole entry, looked up, the tested form may be a part): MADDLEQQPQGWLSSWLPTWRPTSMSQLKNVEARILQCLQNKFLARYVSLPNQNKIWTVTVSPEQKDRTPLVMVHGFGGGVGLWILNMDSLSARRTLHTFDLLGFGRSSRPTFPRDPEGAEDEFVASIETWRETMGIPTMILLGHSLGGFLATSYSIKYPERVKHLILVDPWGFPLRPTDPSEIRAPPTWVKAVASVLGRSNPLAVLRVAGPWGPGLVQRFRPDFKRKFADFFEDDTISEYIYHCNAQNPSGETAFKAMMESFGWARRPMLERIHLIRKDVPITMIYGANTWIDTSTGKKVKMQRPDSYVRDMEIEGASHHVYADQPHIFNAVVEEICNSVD
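Assay system: wild-type mouse ABHD4 protein; compound: single nominal dose of 8.92 µM, 0.89% DMSO final; schedule: 45 min + 60 min at 25 °C; measured by: FP readout, ex 525 nm / em 598 nm; evaluation: % inhibition of FP-Rh probe binding versus controls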
TDP2 inh = blocks human TDP2 phosphodiesterase activity; 370,000 tested, 0.34% active; inhibition, % at 12.8 µM; recombinant TDP2, T5PNP hydrolysis, p-nitrophenol absorbance 415 nm; AID 720702; O95551;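 active = inhibition above the mean of all tested compounds plus 3 SD, set per campaign, cut at about 25% in these data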;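 also: 0% = DMSO with enzyme and 100% = buffer with substrate but no TDP2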
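System – recombinant human TDP2 · Amount – 120 nM TDP2 per well · Buffer or medium – Mg2+-containing Tris-HCl buffer, pH 7.5 · Reagent – T5PNP substrate, 5 mM · Dosing – 12.8 µM single point, 1% DMSO · Incubation – 2 h at 37 °C · Measured by – epi absorbance · Read-out basis – percent inhibition · Benchmarks – high control without enzyme, low control DMSO plus TDP2 · Repeats – singlicate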
rCAG RNA binder = molecules binding r(CAG) RNA repeats. r(CAG) RNA repeat, TO-PRO-1 dye displacement fluorescence. inhibition, % at 3 µM. 370,000 tested, 1.3% active;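 active = inhibition above the plate cutoff, the mean of all test compounds on that plate plus 3 SD, cut at about 35% in these data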;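 also: 0% = DMSO alone and 100% = 100 µM mitoxantrone as full dye displacement; higher means more dye released from RNA so lower well fluorescence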
SIAE primary = inhibitors of human sialic acid acetylesterase SIAE. AID 1053197. SIAE FP-Rh probe binding, fluorescence polarization. Q9HAT2. 370,000 tested, 0.69% active. inhibition, % at 9.66 µM;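 active = inhibition above a cutoff: mean of compounds within the control limits plus 3 SD of those, cut at about 17% in these data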;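 also: 0% = plate median of compound wells and 100% = probe without SIAE protein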
Target sequence (Q9HAT2 whole entry, looked up): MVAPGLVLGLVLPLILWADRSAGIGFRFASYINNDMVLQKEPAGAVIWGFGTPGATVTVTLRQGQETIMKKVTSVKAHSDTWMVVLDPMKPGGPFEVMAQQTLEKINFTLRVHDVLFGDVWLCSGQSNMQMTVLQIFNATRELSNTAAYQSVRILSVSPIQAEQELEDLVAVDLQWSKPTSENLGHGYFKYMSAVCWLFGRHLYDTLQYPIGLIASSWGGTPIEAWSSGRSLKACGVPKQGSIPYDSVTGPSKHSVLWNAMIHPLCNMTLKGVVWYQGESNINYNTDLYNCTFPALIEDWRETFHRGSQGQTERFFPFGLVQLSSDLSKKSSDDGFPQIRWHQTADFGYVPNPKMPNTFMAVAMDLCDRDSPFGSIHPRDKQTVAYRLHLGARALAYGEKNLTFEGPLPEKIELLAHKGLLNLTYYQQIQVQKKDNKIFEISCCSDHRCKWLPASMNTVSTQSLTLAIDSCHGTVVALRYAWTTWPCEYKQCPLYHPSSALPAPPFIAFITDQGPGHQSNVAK
PG9 Ab binder = PG9 antibody binding by small molecule; TR-FRET gp120-PG9 antibody binding; inhibition, % at 6.7 µM; 360,000 tested, 0.43% active; in the data active = inhibition above about 8.5%
* marks the source's active call; other numbers are inactive results; · = not tested or not shown.

Each structure is followed by: NR1D1 modulator, TCR CD3 inh, HTRA1 inhibitor, LEDGF integ inh, PRMT1 FP inh, ABHD4 inh, TDP2 inh, rCAG RNA binder, SIAE primary, PG9 Ab binder
- CCN1C(=O)N(CC)C2C1N(CO)C(=O)N2CO (stereo not given)
→ -3.2, 2.5, -0.7, -0.7, -1.2, 6.1, 8.0, 2.4, 6.2, -3.2
- CN1CCN(C(=O)c2cc(Br)cn2C)CC1
→ -6.2, -1.6, 1.2, -1.9, -0.2, -0.1, 17.0, 4.3, 5.8, -1.1
- COc1ccc(NC(=O)C2CCC(C(C)(C)C)CC2)cc1S(=O)(=O)N1CCCCC1 (stereo not given)
→ -1.4, 5.7, 7.6, 3.4, 0.4, -5.2, -4.7, -2.7, -3.7, 0.8
- O=C(Nc1ccc(Br)cc1)c1cccc(N2C(=O)C3CCCCC3C2=O)c1 (stereo not given)
→ 0.9, 2.4, -4.8, -3.0, 0.9, -0.3, -3.3, 0.2, 3.7, -3.1
- C/C(=N/Nc1ccnc2cc(Cl)ccc12)c1ccc(O)cc1
→ 4.9, 2.2, 4.4, 2.0, 37.3*, 28.8, 13.8, 11.7, 37.1*, -1.3
- C#CCOCCOCCOCCNc1nc(N2CCN(C(=O)[C@H](C(C)C)n3cc(CCO)nn3)CC2)nc(N2CCN(C(=O)[C@H](Cc3ccc(O)cc3)n3cc(CCO)nn3)CC2)n1
→ 1.4, -2.7, -6.0, -0.9, 6.2, 11.9, 7.7, -5.4, 4.0, 1.2
- Cc1nc(C(=O)NCCCO)cc2c1[nH]c1ccccc12
→ -4.9, -1.1, -10.7, 26.9*, 0.7, 4.2, 16.1, 2.8, -15.2, 1.8
- Cc1cc(C)c(NC(=O)CS(=O)CC(=O)N2CCN(c3cccc(C)c3C)CC2)c(C)c1 (stereo not given)
→ -0.4, -1.6, -0.8, 3.5, 1.1, -0.6, -9.6, -4.8, -3.6, -0.9
- Nc1[nH]ncc1-c1ccccc1
→ 0.0, 0.8, 2.7, 0.6, -2.0, -1.1, -8.3, 4.2, 0.0, -4.7
- Cc1ccc(CCNC(=O)c2nnn(-c3cc(C)cc(C)c3)c2N)cc1
→ 1.9, -1.9, -4.7, 2.3, -2.8, 2.5, -6.7, -6.3, 3.2, 0.5
- CC(C(=O)Nc1ccc2c(c1)OCO2)n1cnc2c1c(=O)n(C)c(=O)n2C (stereo not given)
→ -0.6, 3.0, 2.9, 6.9, -1.8, 1.2, -0.6, 0.4, 0.5, -0.2
- COc1ccc(C(=O)Nn2c(SCc3cccc([N+](=O)[O-])c3)nc3ccccc3c2=O)cc1
→ 1.2, -3.4, -49.6, 1.6, 5.6, -7.5, -6.5, 26.4, -45.5, 0.2
- CC1CCN(CCOCCOc2ccccc2Br)CC1
→ -0.3, -1.0, 9.6, -1.3, -1.5, 9.3, 4.4, -2.6, -3.3, -1.4
- CCOC(=O)c1sc(SC)c(C(C)=O)c1C
→ -3.2, -0.2, 2.0, -1.0, 2.3, 1.7, 10.5, -3.3, -0.5, -0.8
- COc1ccc2c(c1)OC[C@H]1[C@H]2N2C(=O)c3ccc(C)cc3NC(=O)[C@@]2(C)[C@H]1c1ccccc1
→ 0.6, -7.4, -58.1, 0.9, -0.4, -24.9, 15.4, 9.7, -27.1, -1.2
- O=C(Oc1cccc(C(=S)N2CCOCC2)c1)c1ccccc1
→ 0.0, 5.2, -6.7, -2.4, 10.9, 0.9, -7.7, -2.5, 9.1, -3.3
- Cc1ccc(NC(=O)c2cc(S(=O)(=O)NCCc3ccccc3)ccc2F)cc1Cl
→ 8.2, 4.8, -93.7, 0.7, -1.5, -86.6, -9.8, 4.2, -96.4, 0.0
- CC(C)(C)S(=O)(=O)N1C[C@@H]2C(=C(CCO)C[C@@H]3C(=O)N(c4ccccc4)C(=O)[C@@H]32)[C@H]1CCO
→ 0.2, 1.6, ·, 2.2, -0.7, -3.6, 1.1, 0.0, -5.8, -1.2
- Cc1ccnc(NC(=O)c2cccc(OC(F)F)c2)n1
→ 2.0, -1.6, -2.0, -1.8, 0.8, 7.8, 17.4, -0.9, -0.8, -0.7
- COc1cccc(/C=C2\SC(=S)N(CC3CCCO3)C2=O)c1 (stereo not given)
→ -0.4, 5.8, -14.0, -2.7, 2.0, -8.8, 6.8, 1.0, 2.3, -2.4

More results
Each structure is followed by: NR1D1 modulator, TCR CD3 inh, HTRA1 inhibitor, LEDGF integ inh, PRMT1 FP inh, ABHD4 inh, TDP2 inh, rCAG RNA binder, SIAE primary, PG9 Ab binder
- COc1ccccc1NC(=O)NNC(=O)c1ccncc1
→ -5.6, -6.6, 0.9, 0.1, 2.4, 3.1, 4.3, 0.3, 9.1, 0.8
- CCOc1cccc(/C=N/NC(=S)NCCN2CCOCC2)c1O
→ 2.5, -8.4, -0.8, -6.5, 6.3, -11.4, -12.6, -1.3, -2.8, -0.6
- COc1ccc(NC(=O)Nc2ccccc2SC)cc1
→ 0.2, -1.6, -6.0, -0.2, 0.9, 3.1, -2.3, 0.1, 1.3, -3.3
- CC(C)CN(C(=O)COC(=O)CCc1nc2ccccc2s1)c1c(N)n(Cc2ccccc2)c(=O)[nH]c1=O
→ 5.0, -2.9, -6.0, -4.5, 2.8, 5.0, 1.3, 3.8, 6.4, 1.1
- O=S(=O)(c1ccc(Br)cc1Cl)N1CCN(CCO)CC1
→ 6.6, 1.9, 1.1, -1.4, -2.4, 0.9, 14.4, -2.5, 5.0, -4.0
- Cc1ccc(C(=O)Nc2ccc3c(c2)OCO3)cc1
→ 2.8, 4.2, 18.1, -2.4, -0.1, 6.6, 4.2, 3.6, 15.9, -3.5
- COc1ccc(CN2CCN(C(=O)c3ccc4c(c3)CCC4)CC2)cc1OC
→ -3.4, 5.9, -0.2, -1.0, 0.9, -0.5, 1.9, 0.6, 3.7, -0.5
- CN(C(=O)CSc1nnc(Cc2ccccc2F)n1N)C1CCCCC1
→ -0.7, 6.7, -0.7, -0.5, -1.7, 3.4, -4.1, 0.8, 3.6, 0.9
- C/C(Cn1cnc([N+](=O)[O-])n1)=N\NC(=O)c1ccc(F)cc1
→ 1.8, -7.5, 1.8, -2.8, 1.8, -2.6, -7.0, 2.1, 4.2, -2.2
- O=C(O)c1cc(C(=O)O)cc(N2C(=O)c3ccccc3C2=O)c1
→ -4.1, -4.8, ·, 3.6, -1.4, 4.3, 3.5, 3.4, -6.4, -2.4
- COc1ccccc1OCC(=O)Nc1ccccc1C(=O)NCc1cccnc1
→ 5.7, 2.8, -1.8, -2.8, -1.6, -3.8, 4.1, -3.8, -5.3, 1.4
- COc1cc(-c2cc(C(=O)Nc3ccc(S(=O)(=O)Nc4ncccn4)cc3)c3ccccc3n2)cc(OC)c1OC
→ 0.0, 4.7, 0.0, 0.0, -3.8, 1.4, 0.9, 5.3, -4.8, 0.9
- CCOC(=O)c1csc(NC(=O)C2CCCN(S(=O)(=O)c3cc(OC)ccc3OC)C2)n1 (stereo not given)
→ 0.1, ·, ·, 2.0, 3.3, -8.7, -1.9, 1.0, 2.9, ·
- OCC[C@@H]1C[C@H](O)[C@@H](O)[C@]2(OCc3ccc4ccccc4c32)O1
→ -0.5, -5.3, -2.0, -0.4, 2.6, 7.3, 4.0, 2.0, -3.6, 0.1
- COc1cccc(COc2ccc3c(C)cc(=O)oc3c2)c1
→ 2.0, -1.0, -20.5, -5.5, -4.8, -5.6, 2.7, 0.4, -9.1, -0.9
- CCCn1cc(CN2CCC(N3CCC(C(=O)N4CCOCC4)CC3)CC2)c(C)n1
→ 1.2, 1.8, -4.3, -1.7, -3.8, -2.9, 6.8, -3.0, 3.0, -0.3
- CCS(=O)(=O)N1CCN(C(=O)CCC2CCCC2)CC1
→ -2.5, -1.1, 6.9, 0.4, -0.2, -2.6, 15.5, -4.2, -2.0, -1.0
- O=C(Nc1cccnc1)c1cc(-c2ccc(Br)cc2)on1
→ -1.4, -6.0, 3.2, -1.3, -1.4, 7.2, -6.4, 0.3, 0.3, -0.1
- Cc1ccc(Cl)cc1N1CCN(S(=O)(=O)c2cnc[nH]2)CC1
→ 2.3, -6.4, -0.5, 2.0, -1.9, -5.9, -4.1, 3.1, -4.8, -2.0
- C=CCNC(=O)NC(=O)COC(=O)[C@H](C)NS(=O)(=O)c1c(C)c(C)cc(C)c1C
→ 5.1, 1.2, 2.6, 4.0, -10.3, -4.2, -6.3, -6.0, 7.4, -0.1

Later entries:
Each structure is followed by: NR1D1 modulator, TCR CD3 inh, HTRA1 inhibitor, LEDGF integ inh, PRMT1 FP inh, ABHD4 inh, TDP2 inh, rCAG RNA binder, SIAE primary, PG9 Ab binder
- O=C(CCS(=O)(=O)c1ccc(F)cc1)Nc1nnc(-c2ccco2)o1
→ -0.7, 12.5, -0.6, -2.7, 3.0, 0.5, 5.2, 5.8, 2.7, -1.3
- CS(=O)(=O)N1CCN(CCN2C(=O)c3cccc4cccc(c34)C2=O)CC1
→ -3.9, -3.9, -2.9, 3.6, -8.8, -3.4, 2.0, -4.4, 6.9, -0.6
- Cc1cccc(C)c1NC(=O)C1(C)CN(S(C)(=O)=O)CC(=O)N1Cc1ccc2c(c1)OCO2 (stereo not given)
→ -3.4, 3.0, ·, -4.0, 0.4, -2.0, 4.8, 1.0, 3.8, 1.0
- COCCN1Cc2cccc(C(=O)Nc3c(C)cc(C)cc3C)c2C1=O
→ -6.4, 4.3, -5.0, -2.3, -0.3, -0.6, 1.2, -6.0, -0.2, 0.8
- CCOc1cc(CN2CCOCC2)cc(C(C)=O)c1
→ ·, -1.9, 0.6, -0.4, 1.6, 0.3, 2.8, -3.6, -2.6, 1.2
- COc1cccc(-n2c(=S)sc3c(=O)n(-c4ccccc4OC)c(=S)[nH]c32)c1
→ 3.1, 0.3, -14.5, 5.1, 82.3*, -1.1, -2.2, 6.7, 0.0, 0.8
- Cc1ccc(S(=O)(=O)Nc2nc3ccccc3nc2N2CCOCC2)cc1
→ -2.2, 5.8, 3.1, 0.5, 1.4, -2.5, 0.7, 2.2, -0.4, -0.8
- CCOC(=O)c1sc(NC(=O)c2ccc(=O)[nH]c2)nc1C
→ -0.9, 2.0, -0.4, 0.3, -0.8, -1.5, 13.6, 5.6, -7.2, -1.0

These rows are one share of the data, so the mix of outcomes need not match the whole.
